Tau FP inhib – tau fibrillization inhibition (FP). P10636. K18 P301L tau heparin fibrillization, Alexa594 FP, 6 h. Potency, µM (highest dose often 57.7 µM), without a hit: top-dose activity, negative = inhibition, hits mostly inhibitors. 0.39% of 280,000 active; note: nearly all actives have a fitted effect of over 55% in size
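Human tau K18 […] P301L fragment, 15 uM unlabeled plus 0.24 uM Alexa 594-labeled tau (final), with compound and 20 uM heparin in 100 mM sodium acetate pH 7; 6 hr at 37 C, then Alexa 594 FP read.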
RECQ1 helicase – blocks DNA unwinding by human RECQ1; RECQ1 DNA unwinding, red fluorescence kinetic read; Potency, µM (top dose mostly 57.3 µM), for inactives: at the highest dose activity, negative = inhibition, actives largely listed as inhibitors; 0.54% of 240,000 active; AID 2549;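 note: plate controls were vehicle for no effect and no enzyme for full effect; nearly all actives have a fitted effect of over 30% in size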
Target sequence (P46063 whole entry, looked up): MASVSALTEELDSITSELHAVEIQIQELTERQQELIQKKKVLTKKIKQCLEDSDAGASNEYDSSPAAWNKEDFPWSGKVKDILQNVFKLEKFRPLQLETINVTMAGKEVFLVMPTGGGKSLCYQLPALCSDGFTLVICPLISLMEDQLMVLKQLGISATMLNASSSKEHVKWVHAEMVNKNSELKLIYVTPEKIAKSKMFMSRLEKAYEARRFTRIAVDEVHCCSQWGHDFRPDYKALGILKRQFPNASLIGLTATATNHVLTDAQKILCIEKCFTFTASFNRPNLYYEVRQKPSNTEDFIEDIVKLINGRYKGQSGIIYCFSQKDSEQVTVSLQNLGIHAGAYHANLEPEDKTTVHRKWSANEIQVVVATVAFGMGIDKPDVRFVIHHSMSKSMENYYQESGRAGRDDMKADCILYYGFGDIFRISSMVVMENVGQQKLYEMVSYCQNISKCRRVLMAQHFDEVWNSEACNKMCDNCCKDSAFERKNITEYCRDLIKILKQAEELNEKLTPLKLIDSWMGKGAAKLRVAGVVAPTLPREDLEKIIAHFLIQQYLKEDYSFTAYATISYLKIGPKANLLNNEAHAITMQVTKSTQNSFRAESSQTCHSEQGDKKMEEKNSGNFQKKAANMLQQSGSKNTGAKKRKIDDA
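50 nM RECQ1T1 preincubated 15 min with compound in Tris pH 8.0 buffer with MgCl2, DTT, Tween-20 and 2.5 ug/ml poly(dI-dC); started with 200 nM TAMRA/BHQ-2 forked duplex and 2 mM ATP. Unwinding read as fluorescence (525/598 nm), two reads 2 h apart.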
JMJD2E inh – inhibitors of human JMJD2E histone demethylase. Potency, µM (doses to about 57.1 µM), for the others: top-dose activity change, negative = inhibition, actives largely listed as inhibitors. JMJD2E catalytic domain, FDH-coupled NADH fluorescence (FDH is formaldehyde dehydrogenase). AID 2147. 1.6% of 230,000 active. B2RXH2; active = well fitted inhibition curve with a large enough effect, not every such curve was filed as active; inconclusive = small, poorly fitted or top-dose-only effect, or another doubt; inactive = no such curve, though single readings can be large or run the other way;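 note: 0% = wells with enzyme and -100% = buffer wells without enzyme; nearly all actives have a fitted effect of over 50% in size; many of its hits are not listed in these tables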
Tau ThT inhib – tau fibrillization inhibition (ThT binding); P10636; 2.1% of 270,000 active; recombinant tau K18 P301L, heparin-induced fibrillization, ThT fluorescence; Potency, µM (series often up to 57.4 µM), for the others: top-dose activity, negative = inhibition, actives largely listed as inhibitors; note: nearly all actives have a fitted effect of over 55% in size
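Using a mix of unlabeled (15 uM) and Alexa 594-labeled (0.24 uM) tau K18 P301L, heparin-triggered fibrillization over 6 hr at 37 C was scored by ThT fluorescence.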
TRb-SRC2 inh – inhibitors of human thyroid hormone receptor beta-SRC2 interaction; P10828; TRbeta-SRC2 peptide binding, fluorescence polarization; receptor liganded with 1 µM T3; Potency, µM (titrated, usually from 106 µM), without a hit: at the highest dose activity change, negative = inhibition, hits mostly inhibitors; 0.065% of 280,000 active;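 note: plate controls were bound peptide for no effect and peptide without receptor for full effect; nearly all actives have a fitted effect of over 50% in size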
Target sequence (P10828 whole entry, looked up): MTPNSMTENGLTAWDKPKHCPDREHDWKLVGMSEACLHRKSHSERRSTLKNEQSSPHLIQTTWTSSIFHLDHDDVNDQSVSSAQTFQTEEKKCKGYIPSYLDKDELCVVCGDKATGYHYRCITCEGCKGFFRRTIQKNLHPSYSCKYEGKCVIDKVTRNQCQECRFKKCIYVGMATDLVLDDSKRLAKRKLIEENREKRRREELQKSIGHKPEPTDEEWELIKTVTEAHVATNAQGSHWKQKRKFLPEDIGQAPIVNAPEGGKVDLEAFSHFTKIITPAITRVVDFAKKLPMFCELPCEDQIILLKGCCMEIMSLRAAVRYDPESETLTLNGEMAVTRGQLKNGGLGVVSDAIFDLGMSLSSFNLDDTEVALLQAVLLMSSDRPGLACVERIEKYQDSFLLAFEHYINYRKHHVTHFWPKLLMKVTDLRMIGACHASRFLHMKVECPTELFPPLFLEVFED
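Polarization signal, normalized between peptide-alone and full complex controls, measured compound effects on T3-liganded human TRb LBD (0.6 uM) binding 20 nM Texas Red SRC2 peptide after 5 hr.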
TR SRC2 fluor cs – counter-screen for TRb-SRC2 inhibitors: fluorescence interference; 0.29% of 280,000 active; TRb/SRC2 Texas Red total fluorescence interference; Potency, µM (highest dose often 106 µM), without a hit: top-dose fluorescence change, negative = quenching; active = well fitted curve in either direction with a large enough effect; inconclusive = small, poorly fitted or top-dose-only effect
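Human TRb ligand-binding domain at 0.6 uM with 20 nM Texas Red SRC2 peptide in Tris buffer containing 1 uM T3 and 5% DMSO, incubated with compound 5 h at ambient temperature. Total fluorescence (555/632 nm) calculated as parallel + 2 × perpendicular.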
L3MBTL1 inh – blocks human L3MBTL1. AlphaScreen L3MBTL1–H3K9me1 peptide binding. AID 485360. Potency, µM (highest dose often 57.1 µM), inactives show top-dose activity, negative = inhibition, most hits filed as inhibitors. Q9Y468. 0.66% of 230,000 active; note: nearly all actives have a fitted effect of over 60% in size
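Displacement of a biotinylated histone H3(1-15) peptide monomethylated at Lys9 (75 nM) from L3MBTL1 (50 nM) was measured by AlphaScreen after a 30 min room-temperature compound incubation; cefsulodin titration served as intraplate control.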
RGS12 GoLoco inh – inhibitors of human Gai1-RGS12 GoLoco interaction (red fluorophore); Gai1:RGS12 GoLoco peptide FP, rhodamine, 10 min; Potency, µM (top dose mostly 61.6 µM), inactives show top-dose activity, negative = inhibition, most hits filed as inhibitors; 0.44% of 230,000 active; AID 880; active = well fitted inhibition curve with a large enough effect, not every such curve was filed as active; inactive = no such curve, though single readings can be large or run the other way; note: nearly all actives have a fitted effect of over 30% in size; many of its hits are not listed in these tables
Starred values were filed as active, the others as inactive; i = inactive; ? = inconclusive; nt = no result given; & = joins results of further samples; [ ] = remark or other dose. Unless noted, calls come from the whole dose curve; as a rule, active = well fitted curve in the direction sought with a large enough effect; inconclusive = small, poorly fitted or top-dose-only effect, or another doubt; inactive = no such curve, though single readings can be large; an effect the other way counts as inactive or inconclusive. Unless noted, % is set by controls: 0 for no effect and ±100 for the full control effect; potency is the fitted concentration of half-maximal effect. The list is partial; rates above refer to the full screens.

SMILES	Tau FP inhib	RECQ1 helicase	JMJD2E inh	Tau ThT inhib	TRb-SRC2 inh	TR SRC2 fluor cs	L3MBTL1 inh	RGS12 GoLoco inh
O=C1CCC(NC(=O)c2ccccc2)C(=O)N1 (stereo unspecified)	12%	-1%	9%	-4%	-6%	-1%	0%	8%
O=C(Nc1ccccc1)Nc1ccc(Oc2ncnc3cc(Cl)ccc23)nc1	-14%	-1%	-1%	3%	4%	-6%	0%	1%
CSc1ccccc1N=CC1=C(O)CC(C)(C)CC1=O	5%	-1%	-19%	-11%	-4%	-8%	2%	1%
O=C(CSc1n[nH]c(-c2ccccc2)n1)N1CCCCC1	-4%	nt	nt	5%	-3%	1%	nt	nt
CC(=O)N1CCN(c2ccc([N+](=O)[O-])c(NCc3cccnc3)c2)CC1	0%	-2%	2%	?	0%	-3%	8%	3%
COc1cccc(NC(=O)NC2CCN(Cc3nnnn3Cc3ccc(F)cc3)CC2)c1	3%	-10%	1%	-1%	6%	-5%	-2%	10%
COc1ccccc1/C=C/C=N/NC(=O)CCC1C(=O)NN=C1C (stereo unspecified)	-1%	i	-11%	-6%	0%	1%	3%	-5%
CCOCCCNC(=O)C(NC(=O)CNC(C)=O)c1ccc(C)cc1 (stereo unspecified)	3%	i	6%	-4%	-2%	5%	nt	-3%
O=S(=O)(c1ccc2ccccc2c1)N1CCN(C(=S)Nc2ccccc2F)CC1	?	-16%	-1%	-7%	-1%	0%	-10%	-10%
O=C(N/N=C/c1ccc(-c2ccccc2[N+](=O)[O-])o1)c1cccnc1	?	-12%	-28%	7.1µM*	-2%	-1%	-1%	6%
CC(C)[C@H](NS(=O)(=O)c1ccc2c(c1)OCCO2)C(=O)OCC(=O)Nc1cccc(Cl)c1Cl	1%	-4%	-8%	-1%	-6%	-5%	5%	-4%
O=C(C1=C(O)C(=O)N(Cc2ccco2)C1c1ccccc1F)c1cccs1 (stereo unspecified)	-3%	-6%	-13%	-7%	-4%	-1%	6%	15%
CCCCC/C=C\C/C=C\CCCCCCCC(=O)O[C@@H](CO)COC(=O)CCCCCCCCCCCCCCCCC	-5%	-10%	nt	-2%	-5%&-1%	0%&-2%	nt	0%
C#CCOCCOCCOCCNc1nc(N2CCN(C(=O)[C@H](C(C)C)n3cc(CCO)nn3)CC2)nc(N2CCN(C(=O)[C@H]([C@@H](C)CC)n3cc(CCCCN)nn3)CC2)n1	-3%	3%	-10%	-2%	6%	1%	3%	3%
COC(=O)c1[nH]c2cccc(OC)c2c1NC(=O)CN1CCC(C(N)=O)(N2CCCCC2)CC1	4%	-6%	?	-2%	1%	-5%	?	-35%
CCCCNC(=O)CS(=O)Cc1nc(-c2ccc(C)cc2)oc1C (stereo unspecified)	0%	-3%	5%	-8%	-1%	1%	4%	7%
CCC(C(=O)NC1CCCCC1)N(Cc1cccs1)C(=O)c1snc(C(N)=O)c1N (stereo unspecified)	-1%	0%	?	-1%	1%	1%	3%	1%
CCC(C(=O)NCc1ccccc1OC)n1nc(C)n2c(cc3occc32)c1=O (stereo unspecified)	-2%&3%	2%	4%	-3%&-8%	4%&-4%	-3%&-2%	nt	-5%
COc1ccc(NC(=O)CC(NCc2ccccn2)C(=O)O)cc1 (stereo unspecified)	-3%	-3%	21%	0%	-3%	-1%	14µM*	7%
Cc1ccccc1C(=O)Nc1nnc(SC(C)C)s1	2%	-1%	-13%	-3%	-9%	0%	23%	i
O=C(O)CCC(=O)Nc1ccc(-c2nnc(-c3ccco3)o2)cc1	-2%	-25%	?	-9%	0%	-3%	-3%	-3%
COc1ccc(OCC(O)CNC(=O)c2ccc(Br)cc2)cc1 (stereo unspecified)	3%	2%	0%	-10%	-12%	1%	10%[11.4 µM]	3%
CCC1CCC(C(=O)NC(C(=O)Nc2cccc(OC)c2)C(C)C)CC1 (stereo unspecified)	-13%	nt	nt	-9%	-2%	-1%	nt	nt
CC(=O)OC1CC(OC(C)=O)[C@]2(C)C(CC(=O)[C@]3(C)C2CC[C@@]2(C)C(c4ccoc4)OC(=O)C4O[C@@]423)C1(C)C (stereo partly specified)	32µM*	4%	0%	25µM*	-1%	1%	nt	22µM*
CCCCN(C)CCNC(=O)c1ccc(Cn2c(=S)[nH]c3ccc(Br)cc3c2=O)cc1	3%	-14%	-7%	?	6%	-2%	nt	16%
COc1ccc(-c2cc(C(F)(F)F)c(C#N)c(SCC(=O)Nc3ccc(F)cc3)n2)cc1	-21%	nt	nt	6%	5%	-24%	nt	nt
CC(NC(=O)CN1CCCC1)C12CC3CC(CC(C3)C1)C2 (stereo unspecified)	-5%	-6%	3%	7%	-2%	-5%	2%	6%
C=CCN1C(=O)C(O)=C(C(C)=O)C1c1ccccc1F (stereo unspecified)	2%	i	-13%	-1%	-5%	-4%	-1%	2%
COc1ccccc1NC(=O)Cn1c(=O)n(-c2cccc(C(C)=O)c2)c(=O)c2c3c(sc21)CN(C(C)=O)CC3	-12%	nt	nt	7%	-4%	4%	nt	nt
O=C(Cn1ccc2ccccc2c1=O)Nc1ccc2c(c1)OCO2	0%	-6%	8%	-6%	5%	-2%	39%[activator]	-4%
CCc1ccc(NC(=O)Cn2ccn(-c3ccc(C)c(C)c3)c(=O)c2=O)cc1	-4%	nt	nt	?	-4%	7%	nt	nt
C/C(N)=C(/C#N)C(=O)COC(=O)c1ccccc1O	4%	-15%	1%	9%	4%[53 µM]	-1%[53 µM]	-2%	3%
CCOc1ccccc1N(C)C(=O)c1cc(S(=O)(=O)NCc2ccc(C)cc2)ccc1F	2%	nt	nt	-16%	4%	0%	nt	nt
CCOC(=O)c1cccc(NC(=O)CSc2ncc3c(n2)-c2ccccc2N(C)S3(=O)=O)c1	?	nt	nt	9%	-2%	3%	nt	nt
COc1ccccc1-n1c(C)nc2cc(C(=O)NCc3ccc4c(c3)OCO4)ccc21	9%	-7%	0%	-1%	-26%	2%	-1%	-10%
CCc1nn(CC(=O)NCCCN(Cc2ccccc2)C(C)C)c(=O)c2cc3sccc3n12	-11%	1%	-7%	-3%	-2%	0%	6%	-3%

Profiles, looked up by structure. Values in the order: Tau FP inhib	RECQ1 helicase	JMJD2E inh	Tau ThT inhib	TRb-SRC2 inh	TR SRC2 fluor cs	L3MBTL1 inh	RGS12 GoLoco inh
`CCCCN(C)CCNC(=O)c1ccc(Cn2c(=S)[nH]c3ccc(Br)cc3c2=O)cc1` is listed as 3%	-14%	-7%	?	6%	-2%	nt	16%
`CCc1nn(CC(=O)NCCCN(Cc2ccccc2)C(C)C)c(=O)c2cc3sccc3n12` is listed as -11%	1%	-7%	-3%	-2%	0%	6%	-3%
`COc1ccccc1NC(=O)Cn1c(=O)n(-c2cccc(C(C)=O)c2)c(=O)c2c3c(sc21)CN(C(C)=O)CC3` is listed as -12%	nt	nt	7%	-4%	4%	nt	nt
`CCOC(=O)c1cccc(NC(=O)CSc2ncc3c(n2)-c2ccccc2N(C)S3(=O)=O)c1` is listed as ?	nt	nt	9%	-2%	3%	nt	nt
`COc1ccc(-c2cc(C(F)(F)F)c(C#N)c(SCC(=O)Nc3ccc(F)cc3)n2)cc1` is listed as -21%	nt	nt	6%	5%	-24%	nt	nt

Remaining list, next part:
SMILES	Tau FP inhib	RECQ1 helicase	JMJD2E inh	Tau ThT inhib	TRb-SRC2 inh	TR SRC2 fluor cs	L3MBTL1 inh	RGS12 GoLoco inh
CC(O)CNCCNCc1cccs1 (stereo unspecified)	-3%	0%	19%	1%	8%	-1%	3%	7%
CC(C)c1ccc(NC(=O)COC(=O)CCC(=O)c2cccs2)cc1	2%	-1%	6%	-10%	-1%	6%	6%	0%
CCN(C(=O)CSc1nc2ccccc2c(=O)n1-c1ccc(C)cc1)C1CCS(=O)(=O)C1 (stereo unspecified)	-9%	-9%	3%	-1%	-6%	0%	?	2%
CN1C(=O)COc2ccc(C(=O)c3ccccc3C(=O)O)cc21	2%	-2%	4%	1%	-5%	0%	11%	-1%
COc1ccc(N2CCN(c3cc(C)c4ccccc4n3)CC2)cc1	9%	0%	?	?	2%	-1%	?	3%
COc1ccc(CNc2nc(-c3ccccc3CN(C)C)nc3ccccc23)c(OC)c1	-11%	19%	-3%	-7%	0%	-23%	nt	-2%
CC1=NN(C(C#N)c2ccccc2O)C(C)(C)C1 (stereo unspecified)	-4%	-24%	11%	-7%	-4%	-1%	9%	9%
O=C(Nc1ccc(CN2CCCCC2)cc1)c1cc(Br)ccc1Cl	4%	1%	3%	-10%	7%	-2%	-4%	8%
COC(=O)c1ccc(C(=O)OC)c(NC(=O)c2cnn3c(C(F)F)cc(-c4ccc(C)cc4)nc23)c1	-8%	nt	nt	-6%	-6%	4%	nt	nt
O=C1[C@@H]2[C@H]3[C@H](O)[C@H](O)C/C(=N/OC[C@@H](O)COCc4ccco4)[C@H]3CC[C@H]2C(=O)N1c1ccc(F)cc1F	-1%[11.6 µM]	19%[11.5 µM]	nt	-7%[11.5 µM]	-2%[11.2 µM]	2%[11.2 µM]	nt	nt
Cc1cc(C)cc(NC(=O)N2CCCN(Cc3c(F)cccc3Cl)CC2)c1	-1%	-12%	0%	-4%	5%	-1%	-6%	5%
CCC(C)NC(=S)N1CCN(Cc2ccccc2)CC1 (stereo unspecified)	-3%[2.34 µM]	-5%	2%	9%	4%	-4%	10%	1%
Cc1nn(C)c(Cl)c1NC(=O)OCc1ccc(Cl)cc1Cl	0%	i	4%	-10%	-3%	-3%	2%	6%
CC1CCC(N2CCN(c3ncccn3)CC2)CC1 (stereo unspecified)	6%	-2%	-10%	4%	-13%	-2%	nt	3%
O=C(C1=C[C@H](c2coc3ccccc3c2=O)C[C@H](OCc2ccc(CO)cc2)O1)N1CCOCC1	7%	-3%	-9%	1%	-3%	2%	10%	8%
CC(C)CC(NC(N)=O)C(=O)NCc1ccccc1Cl (stereo unspecified)	-7%	-8%	-17%	0%	-5%	-8%	nt	-13%
CCCCC(=O)NNC(=S)NCc1ccccc1	-3%	18%	-6%	-2%	0%	-2%	3%	12%
CC(=O)c1cccc(NC(=O)c2cc(C(C)C)on2)c1	-1%	-9%	7%	-4%	5%	1%	3%	3%
O=C(NC1CC1)c1cccc(Br)c1	-8%	-9%	0%	2%	5%	-3%	4%	3%

Screening data: PubChem BioAssay, National Center for Advancing Translational Sciences (NCATS)
